a7 integrin act = activates integrin-mediated alleviation for muscular dystrophy; alpha7betagal myoblasts, beta-gal FDG fluorescence, 48 h; Potency, µM (highest dose often 38.3 µM), for the others: at the top dose activation, actives largely listed as activators; actives 0.064% (n = 350,000); AID 624291;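 also: potency is read from the fitted curve at half-maximal effect; 100% = response of the positive control SU9516; nearly all actives have a fitted effect of over 60% in size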
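Alpha7betagal+/- myoblasts (passage 13) were plated 16-24 hr, then exposed to compounds (1:260 dilution of DMSO stock) for 48 hours at 37C. After MPER lysis, β-galactosidase reporter activity was read as FDG fluorescence (ex 480/em 540) after 30 minutes.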
B2AR arrestin = agonists driving beta-arrestin recruitment to human beta2-adrenergic receptor; P07550; beta-arrestin recruitment to beta2AR, cell-based reporter; Potency, µM (titrated, usually from 46.1 µM), for the others: at the top dose activation, most hits filed as activators; actives 0.02% (n = 330,000); AID 492947;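 also: potency is read from the fitted curve at half-maximal effect; 0% = DMSO controls and full agonism = EC100 isoproterenol or metaproterenol; nearly all actives have a fitted effect of over 65% in size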
Target sequence (P07550 whole entry, looked up): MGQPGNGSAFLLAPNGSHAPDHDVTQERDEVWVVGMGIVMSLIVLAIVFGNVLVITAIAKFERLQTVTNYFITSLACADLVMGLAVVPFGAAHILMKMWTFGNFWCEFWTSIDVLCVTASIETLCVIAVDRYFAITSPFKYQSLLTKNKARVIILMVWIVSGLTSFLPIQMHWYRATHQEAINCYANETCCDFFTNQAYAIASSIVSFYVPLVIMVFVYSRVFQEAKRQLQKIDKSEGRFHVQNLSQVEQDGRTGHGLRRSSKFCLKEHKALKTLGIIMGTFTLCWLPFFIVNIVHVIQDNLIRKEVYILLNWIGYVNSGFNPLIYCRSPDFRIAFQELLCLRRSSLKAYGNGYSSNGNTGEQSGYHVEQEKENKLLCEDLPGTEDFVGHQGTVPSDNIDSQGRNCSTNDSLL
p53 reactivator = re-activators of mutant p53. H1299 p53-A138V BP100-luciferase reporter, luminescence, 24 h. Potency, µM (doses to about 92.2 µM), for the others: top-dose activity change, positive = activation, usual class: activators. actives 0.063% (n = 320,000). AID 504706; also: potency is read from the fitted curve at half-maximal effect; % of control where 0% means no effect; nearly all actives have a fitted effect of over 45% in size
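H1299 (p53-null), stable ts p53-A138V + BP100-Luc; 1000 cells/well, Opti-MEM/10% FBS; cpd 4 pt, 1:5; 24 h, 37 deg C, 5% CO2; detection reagent 10 min RT; luminescence.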
AT treatment = potential ataxia-telangiectasia treatment; […] A-T fibroblasts, KAP-1 phosphorylation AlphaLISA; neocarzinostatin DNA damage 30 min before lysis; Potency, µM (doses to about 57.5 µM), for inactives: top-dose activation, most hits filed as activators; actives 0.19% (n = 320,000); AID 485349; also: potency is read from the fitted curve at half-maximal effect; % of control where 0% means no effect; nearly all actives have a fitted effect of over 45% in size
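ATM-like activity read as KAP-1 phosphorylation via AlphaLISA donor/acceptor antibody pairs after lysis and 6 hr at 25C. Cells were ATM-null patient fibroblasts ([…], hTERT), dosed 60 min, then exposed to the DSB inducer NCS for 30 min.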
MLL CXXC-DNA inh = inhibitors of human MLL CXXC domain-DNA interaction; MLL-CXXC / FITC-HOXA9 DNA fluorescence polarization; Potency, µM (series often up to 115 µM), inactives show top-dose activity change, negative = inhibition, hits mostly inhibitors; actives 0.037% (n = 290,000); AID 2662; active = well fitted inhibition curve with a large enough effect in the polarisation, with a control signal flat, not every such curve was filed as active; inconclusive = small, poorly fitted or top-dose-only effect, or effect the other way, or a change in a side signal; inactive = no such curve, though single readings can be large or run the other way; the % refers to the polarisation; also: potency is read from the fitted curve at half-maximal effect
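Purified MLL-CXXC (added from a 7 uM solution) was preincubated 5 min at ambient with pinned compounds in 50 mM Tris-HCl pH 7.5, 50 mM NaCl, 1 mM DTT, 0.05% BSA. Fluorescein-labeled HOX-A9 DNA (50 nM solution) followed, 30 min, then polarization read.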
TCR activator = T cell receptor activation; Potency, µM (titrated, usually from 9.22 µM), inactives show top-dose activation of IL-2 secretion, actives largely listed as activators; AID 504894; primary human leukocytes, anti-CD3, IL-2 HTRF, 48 h; 330,000 tested, under 10 active; also: % of control where 0% means no effect
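Using a-CD3 beads without co-stimulation, primary human leukocytes were exposed to compounds for 48 hr. An HTRF IL-2 kit measured the cytokine, with europium-to-d2 energy transfer producing emission at 665nm upon 320nm excitation.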
TRPV1 agonist = agonists of human vanilloid receptor 1 (TRPV1); TRPV1-expressing cells, Fluo-8 calcium influx, agonist mode; activation, % at 8.33 µM; actives 0.19% (n = 320,000); in the data active = activation above about 80%; inconclusive = between about 30% and that limit; also: 0% is about no effect
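Fluo-8 calcium influx in TRPV1-expressing cells, kinetic read (ex 480/em 520 nm). Compound added and read 3 min for agonist activity, followed by capsaicin at EC20 final and 2 min further read for enhancement.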
BRCA1 expr act = increases BRCA1 expression. actives 1.1% (n = 380,000). AID 624202. Potency, µM (series often up to 46.1 µM), for the others: top-dose activation, usual class: activators. MCF7-BRCA1-FFLuc reporter, luminescence, 48 h; response scale: scaled: vehicle 0%, 10 µM genistein 100%; also: potency is read from the fitted curve at half-maximal effect; nearly all actives have a fitted effect of over 80% in size; some results filed as inactive show a strong effect at the top dose
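Activators of BRCA1 expression were detected as increased firefly luciferase luminescence in engineered MCF7 cells after 48 h compound incubation. Signals were scaled to genistein 10 microM as full activation.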
PTAP TSG101 blk = blocks PTAP/TSG101 interaction to inhibit HIV-1 budding; Q99816; Fluorescence polarization, FITC-PTAP peptide / Tsg101 binding; Potency, µM (series often up to 115 µM), without a hit: at the top dose activity change, negative = inhibition, usual class: inhibitors; 340,000 tested, under 10 active; AID 493005; active = well fitted inhibition curve with a large enough effect in the main read-out, with a control signal flat, not every such curve was filed as active; inconclusive = small, poorly fitted or top-dose-only effect, or effect the other way, or a change in a side signal; inactive = no such curve, though single readings can be large or run the other way; also: potency is read from the fitted curve at half-maximal effect; % of control where 0% means no effect
Target sequence (Q99816 whole entry, looked up): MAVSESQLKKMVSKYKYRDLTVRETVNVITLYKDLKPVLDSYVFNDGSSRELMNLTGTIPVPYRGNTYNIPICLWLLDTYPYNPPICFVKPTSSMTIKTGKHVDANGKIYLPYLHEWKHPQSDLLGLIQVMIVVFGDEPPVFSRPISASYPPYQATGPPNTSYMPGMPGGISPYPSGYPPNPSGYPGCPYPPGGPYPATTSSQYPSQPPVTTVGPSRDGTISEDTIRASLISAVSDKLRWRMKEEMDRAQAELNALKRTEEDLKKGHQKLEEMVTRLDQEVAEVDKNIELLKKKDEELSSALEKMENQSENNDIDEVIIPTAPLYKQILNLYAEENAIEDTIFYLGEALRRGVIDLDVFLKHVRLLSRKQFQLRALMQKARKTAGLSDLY
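Compounds were pin-transferred onto Tsg101 binding domain (10 uM final) in HEPES pH 7.5 buffer, then FITC-PTAP peptide was added at 50 nM final. After 20 min at RT, polarization reported peptide displacement across a qHTS concentration series.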
ELG1 repair inh = ELG1-dependent DNA repair inhibition | AID 504467 | Potency, µM (series often up to 46.1 µM), without a hit: at the highest dose activity change, negative = inhibition, hits mostly inhibitors | actives 2.3% (n = 330,000) | HEK293T ELG1-luciferase reporter, luminescence, 16 h; DNA damage induced by 5-fluorouridine; also: potency is read from the fitted curve at half-maximal effect; % is scaled to controls: 0 for no effect and ±100 for the full control effect; nearly all actives have a fitted effect of over 55% in size
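In this reporter screen, reduction of luminescence relative to DMSO vehicle indicated activity. Compounds and 5-fluorouridine were added together to 2,000 cells per well, incubated for 16 hr at 37 °C, then developed with ONE-Glo.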
Active calls of the source: *; [ ] = another dose, or the depositor's remark. Unless noted, calls follow the shape of the dose curve; as a rule, active = well fitted curve in the direction sought with a large enough effect; inconclusive = small, poorly fitted or top-dose-only effect, or another doubt; inactive = no such curve, though single readings can be large; an effect the other way counts as inactive or inconclusive.

CC(=O)N1CCN(Cc2nc3cc(NC(=O)c4cccc(Br)c4)ccc3n2C)CC1 was read as a7 integrin act -6.2%, B2AR arrestin -0.5%, p53 reactivator -3.9%, AT treatment -14.0%, MLL CXXC-DNA inh 1.7%, TCR activator 2.1%, TRPV1 agonist -0.5, BRCA1 expr act 32.4%, PTAP TSG101 blk -4.3% and ELG1 repair inh 8.2µM*.
Screening COc1ccc(N(C(=O)c2snc(C(N)=O)c2N)C(C(=O)NCc2ccccc2)c2ccc(F)cc2)c(OC)c1 (stereo not given) returned a7 integrin act -9.0%, B2AR arrestin -0.6%, p53 reactivator -6.5%, AT treatment 0.2%, MLL CXXC-DNA inh 7.6%, TCR activator 0.9%, TRPV1 agonist inconclusive, BRCA1 expr act -49.6%, PTAP TSG101 blk -1.5% and ELG1 repair inh inconclusive.
CCOc1ccc(NC(=O)C2CC(=O)N(CCc3ccc(OC)c(OC)c3)C2)cc1OCC (stereo not given) was read as a7 integrin act 12.3%, B2AR arrestin -0.8%, p53 reactivator 2.0%, AT treatment -18.2%, TRPV1 agonist -6.9, BRCA1 expr act 3.2%, PTAP TSG101 blk -3.3% and ELG1 repair inh 0.2%.
CCCN(CCC)CCCNc1ccc2nnc(-c3ccc(F)cc3)n2n1 was read as a7 integrin act 23.2%, B2AR arrestin -0.6%, p53 reactivator 0.1%, AT treatment 9.7%, MLL CXXC-DNA inh 3.4%, TCR activator 4.8%, TRPV1 agonist 1.0, BRCA1 expr act -11.1%, PTAP TSG101 blk -5.4% and ELG1 repair inh 8.9%.
`CNc1nc2c(Cl)cc(Cl)cc2s1` gave a7 integrin act 5.3%, B2AR arrestin 0.3%, p53 reactivator 0.5%, AT treatment 1.2%, MLL CXXC-DNA inh -0.1%, TCR activator -5.0%, TRPV1 agonist -0.3, BRCA1 expr act 32.2%, PTAP TSG101 blk -4.0% and ELG1 repair inh inconclusive.
For O=C(CCCN1C(=O)C(c2ccccc2)Oc2cccnc21)NCc1ccccc1F (stereo not given) the results were a7 integrin act -1.2%, B2AR arrestin 0.0%, p53 reactivator -5.0%, AT treatment -4.8%, MLL CXXC-DNA inh 8.5%, TCR activator -2.2%, TRPV1 agonist inconclusive, BRCA1 expr act -10.6%, PTAP TSG101 blk -5.9% and ELG1 repair inh 9.7%.
COc1cccc(-c2cc3c(=O)n(-c4ccccc4)c(=S)[nH]c3s2)c1 was read as a7 integrin act 20.4%, B2AR arrestin -0.8%, p53 reactivator 1.5%, AT treatment 1.4%, MLL CXXC-DNA inh inconclusive, TCR activator 4.9%, TRPV1 agonist 2.2, BRCA1 expr act -16.6%, PTAP TSG101 blk -1.9% and ELG1 repair inh inconclusive.
Cc1cc(Cl)c(OCCOCCN2CCNCC2)c(Cl)c1 was read as a7 integrin act -64.6%[inhibitor], TCR activator -3.1%, BRCA1 expr act 1.3% and PTAP TSG101 blk -6.7%.
`CCC(C)C(NC(=O)C1CCC(C)CC1)C(=O)NCc1cccnc1` (stereo not given) gave a7 integrin act 10.6%, B2AR arrestin 0.1%, p53 reactivator -18.4%, AT treatment -0.5%, MLL CXXC-DNA inh 3.7%, TCR activator 5.6%[46.1 µM], TRPV1 agonist 0.8, BRCA1 expr act 51.3%, PTAP TSG101 blk -3.7% and ELG1 repair inh 0.8%.
COc1ccc(C2=CC(=O)OC(C)(c3ccccc3)O2)cc1 (stereo not given) was read as a7 integrin act 4.0%, B2AR arrestin -1.1%, p53 reactivator -6.8%, AT treatment -0.1%, MLL CXXC-DNA inh 4.2%, TCR activator 2.1%[46.1 µM], TRPV1 agonist -0.6, BRCA1 expr act -53.0%, PTAP TSG101 blk -0.5% and ELG1 repair inh 1.0%.
Screening Nc1nonc1-c1noc(-c2ccccc2)n1 returned a7 integrin act 22.1%, B2AR arrestin -0.2%, p53 reactivator inconclusive, AT treatment 4.4%, MLL CXXC-DNA inh 2.0%, TCR activator 9.7%[46.1 µM], TRPV1 agonist 1.4, BRCA1 expr act inconclusive and ELG1 repair inh inconclusive.
For OCC1(Cc2ccc(Cl)cc2)CCN(Cc2ccc3nsnc3c2)CC1 the results were a7 integrin act 0.0%, B2AR arrestin -1.5%, p53 reactivator 0.6%, AT treatment 1.7%, MLL CXXC-DNA inh 12.4%, TCR activator 2.6%, TRPV1 agonist 2.2, BRCA1 expr act -22.1%, PTAP TSG101 blk -0.8% and ELG1 repair inh -12.8%.
For CC(c1ccc(F)cc1)n1c(-c2ccc3ccccc3n2)n[nH]c1=S (stereo not given) the results were a7 integrin act 7.4%, B2AR arrestin -0.4%, p53 reactivator 4.6%, AT treatment 2.3%, MLL CXXC-DNA inh -6.6%, TRPV1 agonist -1.1, BRCA1 expr act -0.6%, PTAP TSG101 blk -6.7% and ELG1 repair inh 18.2%.
For CCN(CC)C(=O)CNc1ccc(C(F)(F)F)cc1[N+](=O)[O-] the results were a7 integrin act -5.5%, B2AR arrestin -0.1%, p53 reactivator 0.0%, AT treatment -3.1%, MLL CXXC-DNA inh 14.1%, TCR activator -5.0%[46.1 µM], TRPV1 agonist 20.5, BRCA1 expr act -37.7%, PTAP TSG101 blk 0.4% and ELG1 repair inh -6.5%.
Screening COCc1cc(C)nc(Nc2ccccc2C)c1C#N returned a7 integrin act 17.5%[7.66 µM], MLL CXXC-DNA inh -8.3%, TCR activator 5.3%, TRPV1 agonist 1.6, BRCA1 expr act -7.7% and PTAP TSG101 blk -5.8%.
Screening CCOC(=O)C1=C(CS(=O)(=O)c2ccc(C)c(C)c2)NC(=O)NC1c1ccc(O)cc1 (stereo not given) returned a7 integrin act -2.6%, B2AR arrestin -0.1%, p53 reactivator -4.4%, AT treatment -4.3%, MLL CXXC-DNA inh 10.2%, TCR activator 3.9%, TRPV1 agonist -4.5, BRCA1 expr act 0.0%, PTAP TSG101 blk 0.2% and ELG1 repair inh -4.3%.
For Cc1nc2sccn2c(=O)c1CCN1CCC(=C(c2ccccc2)c2ccc(F)cc2)CC1 the results were B2AR arrestin 0.1%, p53 reactivator 0.7%, AT treatment 1.0%, MLL CXXC-DNA inh -5.1%, TRPV1 agonist -0.4 and ELG1 repair inh -6.6%.
`O=C(CN1C(=O)C2CCCCC2C1=O)Nc1nc2ccc(F)cc2s1` (stereo not given) gave a7 integrin act -18.9%, B2AR arrestin 0.0%, p53 reactivator -1.7%, AT treatment -3.4%, TCR activator 0.6%, TRPV1 agonist 5.1, BRCA1 expr act -7.2%, PTAP TSG101 blk 1.0% and ELG1 repair inh -3.8%.
For Cc1ccc(NC(=S)N(Cc2ccco2)C(C)c2cccs2)cc1 (stereo not given) the results were a7 integrin act -54.1%[inhibitor], B2AR arrestin -0.2%, p53 reactivator 4.3%, AT treatment 0.3%, MLL CXXC-DNA inh 8.2%, TCR activator 2.0%, TRPV1 agonist 13.3, BRCA1 expr act -4.9%, PTAP TSG101 blk -0.3% and ELG1 repair inh -9.4%.
Screening CC1CCN(Cc2nnnn2CCCC(=O)NC(c2ccccn2)C(F)(F)F)CC1 (stereo not given) returned a7 integrin act 2.2%, B2AR arrestin 0.7%, p53 reactivator -3.6%, AT treatment -14.3%, MLL CXXC-DNA inh 8.0%, TCR activator 2.6%, TRPV1 agonist 0.8, BRCA1 expr act -1.1%, PTAP TSG101 blk -3.5% and ELG1 repair inh -12.5%.
CC(C)(C)c1ccc(/C=C/C(=O)Nc2ccncc2)cc1 was read as a7 integrin act -38.9%, B2AR arrestin -1.7%, p53 reactivator 20.6%, AT treatment 5.3%, MLL CXXC-DNA inh -1.3%, TCR activator 1.9%[46.1 µM], TRPV1 agonist 96.2*, BRCA1 expr act -3.7%, PTAP TSG101 blk -1.0% and ELG1 repair inh inconclusive.
Screening Cc1cccc(-n2c(CNC(=O)c3ccc(S(=O)(=O)N4CCCCC4)cc3)n[nH]c2=S)c1 returned a7 integrin act 3.3%, B2AR arrestin -0.2%, p53 reactivator -1.5%, AT treatment -5.9%, MLL CXXC-DNA inh 9.6%, TCR activator 10.0%, TRPV1 agonist -2.1, BRCA1 expr act 7.5%, PTAP TSG101 blk 1.0% and ELG1 repair inh 0.1%.
Screening CN1c2ccccc2-c2nc3ccccc3n2C1c1ccccn1 (stereo not given) returned a7 integrin act 9.6%, B2AR arrestin -0.2%, p53 reactivator -2.0%, AT treatment 29.4%, MLL CXXC-DNA inh -3.1%, TCR activator 6.4%, TRPV1 agonist 2.7, BRCA1 expr act -30.5%, PTAP TSG101 blk -9.1% and ELG1 repair inh -4.1%.
For COc1ccc2c(c1)O[C@@H](c1ccc3c(c1)OCO3)[C@H](OC(=O)Nc1cc(OC)c(OC)c(OC)c1)C2=O the results were B2AR arrestin -0.5%, p53 reactivator inconclusive, AT treatment -11.7%, MLL CXXC-DNA inh 0.3%, TRPV1 agonist -1.2 and ELG1 repair inh -8.9%.
For Cc1ccc(C(=O)NCc2ccc3c(c2)CCO3)cc1C the results were a7 integrin act -11.4%, B2AR arrestin 0.1%, p53 reactivator 2.3%, AT treatment 4.8%, MLL CXXC-DNA inh -2.1%, TCR activator 4.2%, TRPV1 agonist inconclusive, BRCA1 expr act -1.5%, PTAP TSG101 blk 1.2% and ELG1 repair inh inconclusive.
